CCR6 antag = CCR6 receptor antagonists, primary screen, cell-based, CHO-K1, luminescence, beta-arrestin, uHTS; inhibition, % at 20 µM; C-C chemokine receptor type 6 (Homo sapiens), P51684; CHO-K1 CCR6 PathHunter beta-arrestin, CCL20-stimulated; 340,000 tested, 0.49% active;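 active means compounds whose inhibition of the agonist-driven luminescence signal at 20 µM reaches about 50%, limit read from the data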;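 further: cells stimulated with CCL20 at 14 nM final; plate controls were DMSO with CCL20 for no effect and DMSO without agonist for full effect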
Target sequence (P51684 whole entry, looked up): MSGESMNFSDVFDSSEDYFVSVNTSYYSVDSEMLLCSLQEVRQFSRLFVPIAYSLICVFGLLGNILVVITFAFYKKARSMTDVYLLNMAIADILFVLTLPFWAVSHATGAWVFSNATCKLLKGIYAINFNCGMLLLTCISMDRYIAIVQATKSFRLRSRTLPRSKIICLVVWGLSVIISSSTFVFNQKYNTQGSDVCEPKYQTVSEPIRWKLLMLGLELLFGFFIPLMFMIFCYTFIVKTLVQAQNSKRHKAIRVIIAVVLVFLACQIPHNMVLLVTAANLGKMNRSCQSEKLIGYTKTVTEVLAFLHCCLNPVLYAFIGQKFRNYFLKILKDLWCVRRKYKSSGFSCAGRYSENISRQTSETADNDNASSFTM
APJ ag = agonists of human apelin receptor APJ, primary screen, CHO-K1 cells, PathHunter beta-arrestin, luminescence | P35414 | 0% DMSO wells, 100% apelin | activation, % at 20 µM | 330,000 tested, 0.11% active | AID 2520, 2010;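 active means activation more than six SD over the plate average, tested at 20 µM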;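 further: 0% = DMSO alone and 100% = apelin-13 at 10 nM; some results filed as inactive read as strong as hits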
Target sequence (P35414 whole entry, looked up): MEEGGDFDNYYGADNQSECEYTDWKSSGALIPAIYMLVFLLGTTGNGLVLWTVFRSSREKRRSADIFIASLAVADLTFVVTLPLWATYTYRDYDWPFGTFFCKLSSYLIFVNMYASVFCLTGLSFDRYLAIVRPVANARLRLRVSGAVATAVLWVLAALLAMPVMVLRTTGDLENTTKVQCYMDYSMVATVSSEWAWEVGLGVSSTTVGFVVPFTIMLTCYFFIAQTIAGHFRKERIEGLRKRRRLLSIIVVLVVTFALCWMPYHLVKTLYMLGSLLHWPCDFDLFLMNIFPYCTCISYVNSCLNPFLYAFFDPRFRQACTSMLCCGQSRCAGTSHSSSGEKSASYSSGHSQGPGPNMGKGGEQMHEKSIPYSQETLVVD
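Assay system: CHO-K1 APJ beta-arrestin complementation cell line / Compound: single test compound dose, 20 µM final, 1% DMSO / Times: overnight seeding, 90 min compound at 25 °C, 1 h detection / Technique: beta-gal luminescence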
Mdm2 MdmX PPI = inhibitors of human Mdm2-MdmX association, primary screen, cell-based, luminescence, split luciferase, SaOS-2, uHTS. AID 485346, 2010. Protein Mdm4 (Homo sapiens) + E3 ubiquitin-protein ligase Mdm2 (Homo sapiens), …. inhibition, % at 8 µM. 330,000 tested, 3% active. SaOS-2 split-luciferase Mdm2/MdmX complementation;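 active means inhibition of at least 50% at 8 µM in the primary screen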
APJ antag = antagonists of human apelin receptor APJ, primary screen, CHO-K1 cells, beta-arrestin complementation, luminescence; P35414; inhibition, % at 20 µM; 330,000 tested, 0.32% active;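 active means inhibition above about 40% at 20 µM, limit read from the data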;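 further: cells challenged with 10 nM apelin-13 agonist together with compound; plate controls were apelin-13 plus DMSO wells for no effect and DMSO wells lacking apelin-13 for full effect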
tim23-1 inh = growth inhibitors of tim23-1 mutant yeast, primary screen, luminescence, uHTS; AID 463212, 2010; S. cerevisiae tim23-1 growth, BacTiter-Glo luminescence, 24 h; inhibition, % at 20 µM; 330,000 tested, 1.3% active;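 active means growth inhibition of the mutant yeast at or above 50%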;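 further: temperature-sensitive mutant grown at 25 °C; plate controls were DMSO-treated mutant yeast for no effect and medium wells lacking yeast for full effect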
UPR XBP1 act = activators of adaptive XBP1 UPR arm, primary screen, cell-based, CHO-XBP1 luciferase reporter, luminescence, uHTS. IRE1-XBP1 UPR activation; percent of tunicamycin response, DMSO as zero. activation, % at 20 µM. 330,000 tested, 0.33% active;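 active means versus positive control, 20 µM dose yields 30% or more activation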;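 further: 100% = tunicamycin at 10 µg/mL and 0% = DMSO only wells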
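Material: CHO-XBP1 cells stably carrying IRE1-XBP1-driven luciferase reporter / Amount: 1000 cells per well / Compound: 20 µM, 1% DMSO / Times: 6 h treatment, 37 °C / Detection: luciferase luminescence / Measure: % activation of reporter signal versus tunicamycin and DMSO controls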
EBI2 antag = EBI2 receptor antagonists, beta-arrestin recruitment, primary screen, cell-based, luminescence, 7a,25-OHC stimulation, uHTS | 360,000 tested, 0.81% active | 7a,25-OHC stimulated | inhibition, % at 5 µM | G-protein coupled receptor 183 (Homo sapiens), P32249; in the data active means inhibition above about 38%;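 further: enzyme fragment complementation signal reports receptor beta-arrestin coupling in cells; 0% = agonist plus DMSO wells and 100% = wells without agonist; some results beyond the cut were filed as inactive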
Target sequence (P32249 whole entry, looked up, the tested form may be a part): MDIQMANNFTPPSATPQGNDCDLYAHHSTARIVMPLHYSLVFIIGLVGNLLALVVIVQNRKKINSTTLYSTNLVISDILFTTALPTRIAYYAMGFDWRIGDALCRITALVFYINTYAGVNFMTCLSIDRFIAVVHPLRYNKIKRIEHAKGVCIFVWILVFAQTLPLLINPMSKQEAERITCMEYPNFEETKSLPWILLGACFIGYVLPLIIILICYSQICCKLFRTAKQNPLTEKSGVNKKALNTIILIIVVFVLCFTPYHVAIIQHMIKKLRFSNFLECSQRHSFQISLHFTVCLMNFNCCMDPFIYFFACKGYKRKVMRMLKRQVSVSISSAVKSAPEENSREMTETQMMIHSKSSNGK
UPR CHOP act = activators of apoptotic CHOP UPR arm, primary screen, cell-based, CHO-CHOP luciferase reporter, luminescence, uHTS. UPR activation; percent of tunicamycin response over DMSO baseline. activation, % at 10 µM. 330,000 tested, 0.34% active. AID 449763, 2010;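 active means at 10 µM dose, activation of 40% or more, normalized to positive control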;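 further: 100% = tunicamycin at 10 µg/mL and 0% = DMSO alone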
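System: CHO-CHOP luciferase reporter cell line; amount: 500 cells/well; buffer or medium: F12 medium containing 10% fetal bovine serum; incubation: 6 h compound exposure at 37 °C after overnight seeding; measured by: luciferase luminescence after 10 min with Steady-Glo reagent; evaluation: % reporter activation, DMSO baseline versus tunicamycin full activation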
CXCR6 inh = CXCR6 receptor inhibitors, primary screen, cell-based, beta-arrestin, luminescence, CHO-K1 PathHunter, 1536-well; inhibition, % at 20 µM; C-X-C chemokine receptor type 6 (Homo sapiens), O00574; 360,000 tested, 0.36% active; in the data active means inhibition above about 34%, passing the limit was not always enough;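 further: antagonist mode with CXCL16 agonist at 10 nM final; 0% = 10 nM CXCL16 with DMSO and 100% = unstimulated wells without agonist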
* hit, by the source's call; . = not tested or not shown.

SMILES	CCR6 antag	APJ ag	Mdm2 MdmX PPI	APJ antag	tim23-1 inh	UPR XBP1 act	EBI2 antag	UPR CHOP act	CXCR6 inh
Cc1ccc(-c2[nH]nc3c2C(c2ccsc2)C(C#N)=C(N)O3)cc1 (stereo not given)	-4	-3	11	11	6	2	11	2.4	2
Nc1nc(-c2ccccc2)cc(-c2ccccc2O)n1	-4	2	80*	10	46	-7	6	-0.9	-2
O=C(NNC(=O)c1cc2cc3ccccc3nc2s1)c1cccc(Cl)c1	15	1	57*	16	19	2	-2	1.5	16
CCCCCc1cc(=O)oc2c(C(CCN3CCCC(C)C3)c3ccc(OC)cc3)c(OC)cc(OC)c12 (stereo not given)	7	-2	86*	4	42	19	1	7.4	1
CCN(CC)C(=O)C(C)OC(=O)c1ccc(O)cc1 (stereo not given)	8	-1	-18	11	5	-3	3	0.7	12
O=C(c1cccc(F)c1)N1CCCN(C(=O)c2cccc(F)c2)CC1	-1	0	-28	-4	6	-3	-7	6.2	0
COC(=O)C1CCCN1C(=O)COc1ccc(Br)cc1Cl (stereo not given)	-9	1	-8	-10	19	-1	-9	0.4	-24
CC(=NCC1CCCO1)C1=C(O)CC(C)(C)CC1=O (stereo not given)	-6	0	21	5	9	-2	-8	1.7	-6
COc1cc(C(=O)N/N=C/c2sc(N3CCOCC3)nc2-c2ccccc2)cc(OC)c1OC	-9	0	29	0	13	5	8	3.8	1
CC(=O)c1c(C)[nH]c(C(=O)COC(=O)CCNS(=O)(=O)c2ccc(C)c(C)c2)c1C	9	0	6	11	-6	-1	6	0.3	2
CN(C)S(=O)(=O)c1ccc(NC(=O)CN2CCCc3ccccc32)cc1	22	-2	-2	-4	4	-2	-5	-0.4	2
CCOc1cc(/C=C/c2ccc3cccc([N+](=O)[O-])c3n2)ccc1OCC(=O)N(C)C	4	5	48	1	25	4	11	-0.9	6

Molecules above containing an aryl methoxy group, in the order listed:
SMILES	CCR6 antag	APJ ag	Mdm2 MdmX PPI	APJ antag	tim23-1 inh	UPR XBP1 act	EBI2 antag	UPR CHOP act	CXCR6 inh
CCCCCc1cc(=O)oc2c(C(CCN3CCCC(C)C3)c3ccc(OC)cc3)c(OC)cc(OC)c12 (stereo not given)	7	-2	86*	4	42	19	1	7.4	1
COc1cc(C(=O)N/N=C/c2sc(N3CCOCC3)nc2-c2ccccc2)cc(OC)c1OC	-9	0	29	0	13	5	8	3.8	1

The listing continues.
SMILES	CCR6 antag	APJ ag	Mdm2 MdmX PPI	APJ antag	tim23-1 inh	UPR XBP1 act	EBI2 antag	UPR CHOP act	CXCR6 inh
Cc1ccc(OCc2nnc(SCC(=O)NCc3ccco3)n2C)cc1	11	11	7	7	45	-2	3	-3.0	-5
Cc1ccc(C(=O)NNS(=O)(=O)c2ccc(F)cc2)cc1	3	-4	-1	5	-3	-2	-10	0.9	6
Cc1ccc(C2CC(c3ccccc3Cl)n3nc(N)nc3N2)cc1 (stereo not given)	2	-5	1	14	14	2	-5	-0.6	8
C=CCNc1sc(C(=O)C(C)(C)C)c(N)c1C#N	3	-7	15	8	16	6	0	-1.1	4
CC(=O)Nc1ccc2c(COC(=O)[C@H](C)N3C(=O)C4CCCCC4C3=O)cc(=O)oc2c1 (stereo not given in full)	14	-3	3	3	3	-1	-5	1.0	3
COc1cccc(NCCC(=O)c2cccc([N+](=O)[O-])c2)c1	1	1	-6	10	29	2	-2	3.9	2
c1ccc(-c2nnc(OCC3CCCO3)c3ccccc23)cc1 (stereo not given)	3	-1	4	5	7	0	-1	0.8	-1
c1ccc(C[C@H]2CNCCN2CCC23CC4CC(CC(C4)C2)C3)cc1	3	7	45	15	11	3	-9	-0.8	1
CC1CCN(C(=O)CSc2nnc(Cc3cccn3C)n2CCc2ccccc2)CC1	-3	-5	22	15	9	-1	47*	-0.3	3
CC(C)N(C(=O)CSc1nc2ccccc2n1Cc1ccc(F)cc1)C(C)C	10	-3	43	-8	29	1	24	-3.6	16
CCOc1ccc(NC(=O)Cn2c(=O)n(CCCC(=O)NC3CCN(Cc4ccccc4)CC3)c(=O)c3ccccc32)cc1	23	1	39	12	8	-2	-3	3.4	4
C=CCn1c(SCc2ccccc2Cl)nnc1-c1sc2nc(C)cc(C)c2c1N	13	1	22	-2	20	-1	-12	-0.9	0
Cc1cccc(OCc2nnc(SCC(=O)NCCc3ccccc3)o2)c1	15	1	7	6	-3	-3	7	0.9	-1
Cc1cccc(C)c1NC(=O)C1CC(=O)N(C(C)C)C1 (stereo not given)	-13	4	17	2	7	0	-6	0.8	0
Cc1cc(NC(=O)CSCC(=O)N2CCN(c3cccc(C(F)(F)F)c3)CC2)no1	19	7	8	6	15	-1	-7	-1.1	0
O=C(O)c1cc(NC(=O)c2ccco2)cc(NC(=O)c2ccco2)c1	0	-1	6	-20	8	-4	-1	0.5	5
COc1ccc(OCCCC(=O)Nc2ccc3c(c2)OCCO3)cc1	-3	1	-18	-9	19	-3	3	-1.4	7
Cc1cccc(NC(=O)C(C)SCc2nc3sc4c(c3c(=O)[nH]2)CCCC4)n1 (stereo not given)	0	-4	11	13	20	-1	3	0.1	3
COC(=O)c1cc(NC(=O)CSC2=NCCS2)cc(C(=O)OC)c1	9	-3	21	11	-5	-3	0	-0.7	3
Cc1c(Cl)c(C(F)(F)F)nn1CC(=O)NCc1ccco1	1	-1	1	0	-10	4	-2	1.9	-1
O=C(O)c1cn(-c2ccccc2)nc1-c1ccc(Cl)cc1	-5	6	-7	2	34	-2	2	1.3	-6
CC(C)NC(=O)Nc1cccc(Cl)c1	6	0	14	-9	29	2	-5	0.9	1
CCCCNC(=O)c1ccccc1NC(=O)C1=C(C)OCCS1	14	1	10	5	2	-6	7	2.5	0
CSc1ccccc1NC(=O)CN1CCCCC1C (stereo not given)	3	0	-5	3	5	-3	3	-1.6	2
Cc1ccc(NC(=O)c2ccc([N+](=O)[O-])cc2)cc1S(=O)(=O)N(C)C	-2	2	0	-48	8	1	-7	3.6	-8
CNC(=O)c1ccc(NC(=O)CN2c3cccc4cccc(c34)S2(=O)=O)cc1	0	-3	8	-3	-12	-3	-8	2.1	-2
O=C(C(Cl)Cl)N1c2ccccc2OCC1c1ccccc1 (stereo not given)	-5	0	28	8	15	-1	6	-3.5	3
O=C(CNC(=O)c1cccs1)N/N=C/c1ccc(O)cc1O	-10	-4	-11	-1	-2	-1	-3	0.9	-7
CC1CC(C)CN(CCCNC(=O)c2ccc(CNS(=O)(=O)c3ccc(F)cc3)cc2)C1 (stereo not given)	7	9	18	4	-1	-3	-2	-0.8	3
CC(C)=CCN1CCN(Cc2cccn2-c2ncccn2)CC1CCO (stereo not given)	4	-2	-10	-1	10	-1	7	0.2	1
COc1ccc2c(c1)cc(C)c1nnc(SCC(=O)N(C)c3nc(-c4ccccc4)cs3)n12	2	-4	13	-3	13	0	-3	-2.7	-1
O=C(NC1CC2CCC(C1)N2C(=O)NCc1ccccc1)C1CC1 (stereo not given)	5	-6	5	-23	0	-1	-14	-0.4	-6
O=C(NCCn1cccn1)C1CCC(=O)N(CCc2ccccc2)C1 (stereo not given)	12	1	14	-4	2	-1	-7	0.6	-12
O=C(Oc1ccc([N+](=O)[O-])cc1)c1ccc2ccccc2n1	14	-4	-25	22	70*	6	1	-0.8	10
CCCOc1ccccc1N/C(=N/c1nc(C)cc(C)n1)NC(=O)COc1ccc(OC)cc1	19	-3	56*	13	6	-4	35	-0.6	9
Cc1c(CNCCc2ccccc2Cl)c(C(=O)O)c(C)n1-c1ccccc1	13	-4	-4	26	21	-7	0	-0.6	11

Whole records, looked up by structure. Values in the order: CCR6 antag	APJ ag	Mdm2 MdmX PPI	APJ antag	tim23-1 inh	UPR XBP1 act	EBI2 antag	UPR CHOP act	CXCR6 inh
Record of CC(C)N(C(=O)CSc1nc2ccccc2n1Cc1ccc(F)cc1)C(C)C → 10	-3	43	-8	29	1	24	-3.6	16
Record of CC1CC(C)CN(CCCNC(=O)c2ccc(CNS(=O)(=O)c3ccc(F)cc3)cc2)C1 (stereo not given) → 7	9	18	4	-1	-3	-2	-0.8	3

(cont.)
SMILES	CCR6 antag	APJ ag	Mdm2 MdmX PPI	APJ antag	tim23-1 inh	UPR XBP1 act	EBI2 antag	UPR CHOP act	CXCR6 inh
CNc1sc(C(=O)c2ccccc2F)c(N)c1-c1nc2ccccc2s1	44	-7	-24	34	24	1	-2	3.4	21
COc1cc2nc(=S)n3[nH]c(CCn4nc(C)cc4C)nc3c2cc1OC	8	-2	18	21	-1	16	8	132*	2
COc1ccc(C2SCCN2C(=S)Nc2ccc(Cl)cc2)cc1 (stereo not given)	2	-1	-6	2	-41	-1	16	0.7	2
O=C1CC(C(=O)N2CCc3ccccc32)CN1c1ccccc1 (stereo not given)	-3	-3	10	1	-2	-2	-5	-2.1	8
CCO/C=C1\C(=O)N(c2ccccc2)C(=O)c2ccccc21	0	-4	17	-18	-2	0	-13	-1.3	-4
CCNC(=S)N/N=C/c1c(Cl)cccc1Cl	12	1	19	13	19	1	-1	0.6	-5
c1ccc(C[n+]2ccc3ccccc3c2)cc1	1	1	1	0	-5	-3	-5	-0.3	-4
Fc1cnc(N2CCN(c3ccccc3)CC2)nc1N1CCN(c2ccccc2)CC1	12	0	0	-8	15	-1	20	1.9	6
Cc1[nH]n(-c2cccc([N+](=O)[O-])c2)c(=O)c1-c1ccccc1	18	-3	-4	14	-5	1	19	-0.2	7
Cc1cccc(NC(=O)c2ccccc2NC(=O)Cc2ccccc2)c1C	3	-1	12	-10	0	-3	-5	-1.4	5
Cc1ccc(NC(=O)CCC(=O)NNC(=O)COc2ccc([N+](=O)[O-])cc2)c(C)c1	-13	7	9	0	6	0	-7	0.2	6
CCSc1ccccc1C(=O)Nc1cc(C)on1	16	-2	3	10	-7	1	0	-0.5	7
C=CCC1NS(=O)(=O)OC2CCCCC12 (stereo not given)	0	0	1	-5	17	0	-4	1.8	-7
O=C(CSCc1cnn(-c2ccccc2)c1-n1cccc1)NCc1ccccn1	18	-1	13	18	33	0	-6	-0.4	7
O=C(Nc1ccc(S(=O)(=O)Nc2nccs2)cc1)c1cc(=O)[nH]c2ccccc12	12	-4	-16	35	6	-3	17	-1.3	0
CCN(C(=O)CSc1ncccn1)c1cccc2ccccc12	7	1	-2	-4	25	-2	-5	0.0	0
COc1ccc(-c2n[nH]c(=S)n2-c2ccc(C)cc2C)cc1	1	-2	30	7	43	-1	-13	0.0	-15
O=C(CSc1nc2ccccc2s1)NNC(=S)Nc1ccc(Br)cc1	28	-6	1	31	35	0	0	-2.2	11
COc1cc(C(=O)NCc2ccc(-n3cccc3)cc2)cc(OC)c1OC	.	-5	21	1	8	-3	14	0.1	-3

Screening results deposited in PubChem by Sanford-Burnham Center for Chemical Genomics.

Only part of the results is shown (hit frequency here may not be typical).
